Screening data as filed in PubChem.
mIAP inh – blocks mouse intestinal alkaline phosphatase | actives 0.2% (n = 330,000) | inhibition, % at 10 µM | AID 2806 | purified mouse IAP, CDP-Star luminescence, 30 min;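 active = inhibition of at least 40% at 10 µM in the primary screen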;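 note: plate controls were DMSO with enzyme for no effect and no enzyme wells for full effect; values of inactives mirror those of a sister screen read the other way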
hIAP block – human IAP inhibition; P09923; purified IAP, CDP-Star luminescence, 30 min; inhibition, % at 10 µM; actives 0.12% (n = 330,000);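 active = inhibition reaching a set limit with compound at 10 µM in the primary screen, cut at about 35% in these data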;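 note: plate controls were DMSO wells with enzyme for no effect and no-enzyme buffer wells for full effect; values of inactives mirror those of a sister screen read the other way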
Target sequence (P09923 whole entry, looked up): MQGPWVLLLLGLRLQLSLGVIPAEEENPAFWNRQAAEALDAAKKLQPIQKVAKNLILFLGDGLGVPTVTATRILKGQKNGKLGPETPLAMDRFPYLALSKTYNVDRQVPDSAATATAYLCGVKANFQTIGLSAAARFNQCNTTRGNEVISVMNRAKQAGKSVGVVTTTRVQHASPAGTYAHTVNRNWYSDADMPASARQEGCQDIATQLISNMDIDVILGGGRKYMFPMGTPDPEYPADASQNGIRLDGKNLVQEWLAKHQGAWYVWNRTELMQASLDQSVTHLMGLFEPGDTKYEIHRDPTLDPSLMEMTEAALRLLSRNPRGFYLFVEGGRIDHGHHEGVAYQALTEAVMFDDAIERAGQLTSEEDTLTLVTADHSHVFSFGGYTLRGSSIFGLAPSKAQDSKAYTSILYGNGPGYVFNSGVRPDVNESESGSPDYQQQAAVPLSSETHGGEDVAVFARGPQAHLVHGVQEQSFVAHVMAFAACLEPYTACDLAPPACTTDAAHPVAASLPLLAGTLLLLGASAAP
TIM10 inh – growth inhibitors of TIM10 yeast strain | inhibition, % at 10 µM | actives 1.4% (n = 330,000) | S. cerevisiae TIM10 strain growth, BacTiter-Glo luminescence, 24 h | AID 463195;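 active = inhibition of 40% or more at the single tested concentration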;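 note: wild-type TIM10 isogenic control strain grown at permissive 25 °C; 0% = DMSO yeast wells and 100% = minimal medium wells without yeast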
ATG4B inhibitor – inhibitors of human ATG4B cysteine protease; ATG4B cleavage of LC3-PLA2, NBD-HPC fluorescence, 1 h; inhibition, % at 8.33 µM; actives 0.51% (n = 340,000); in the data active = inhibition above about 40%
Target sequence (Q9Y4P1 whole entry, looked up): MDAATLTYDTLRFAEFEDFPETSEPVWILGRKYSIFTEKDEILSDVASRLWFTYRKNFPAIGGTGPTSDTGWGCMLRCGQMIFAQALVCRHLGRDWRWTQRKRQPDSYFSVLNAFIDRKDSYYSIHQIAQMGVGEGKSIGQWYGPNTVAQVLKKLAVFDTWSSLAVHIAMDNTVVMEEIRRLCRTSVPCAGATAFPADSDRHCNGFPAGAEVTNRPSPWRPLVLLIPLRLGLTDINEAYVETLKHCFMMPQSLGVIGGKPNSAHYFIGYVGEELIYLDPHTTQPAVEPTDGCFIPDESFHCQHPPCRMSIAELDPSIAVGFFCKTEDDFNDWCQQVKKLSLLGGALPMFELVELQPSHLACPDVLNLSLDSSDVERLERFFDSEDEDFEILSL
NLRP3 yeast inh – inhibitors of NALP3 inflammasome in yeast; inhibition, % at 10 µM; Yeast reconstituted NLRP3/ASC/caspase-1, beta-gal luminescence, 24 h; actives 0.39% (n = 330,000); AID 2825;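 active = inhibition of 50% or more; inactive = inhibition below 50%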;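 note: plate controls were induced DMSO wells for no effect and uninduced yeast grown without galactose for full effect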
hIAP act – increases human intestinal alkaline phosphatase activity | purified human IAP, CDP-Star luminescence, 30 min; hits give high values; 1 = vehicle-only enzyme, 0 = enzyme-free background | P09923 | activation factor at 10 µM | actives 0.16% (n = 330,000);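 active = activation factor of the enzyme at least 2-fold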; note: the source names both 10 and 20 µM as test concentration; values of inactives mirror those of a sister screen read the other way
Apaf-1 inh – inhibitors of human Apaf-1 apoptosome; inhibition, % at 20 µM; reconstituted apoptosome caspase-3 activity, DEVD-Rh110 fluorescence; O14727; actives 0.71% (n = 330,000); active = inhibition of at least 40% at 20 µM;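 note: plate controls were DMSO wells for no effect and DEVD-CHO caspase inhibitor wells for full effect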
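Medium: Hepes buffer, pH 7.5 / System: biochemical Apaf-1 apoptosome reconstitution / Measured by: Rh110 fluorescence, excitation 480 nm, emission 540 nm / Times: compound with Apaf-1, dATP, procaspase-3 30 min, then 50 min reaction, room temperature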
mIAP activ – increases mouse intestinal alkaline phosphatase activity. muIAP, CDP-Star luminescence, 30 min; hits give high values; 1 = vehicle-only enzyme signal, 0 = enzyme-free wells. activation factor at 10 µM. actives 0.24% (n = 330,000). AID 2805;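 active = activation factor of at least 2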; note: the source names both 10 and 20 µM as test concentration; values of inactives mirror those of a sister screen read the other way
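Assay system: mouse IAP enzyme / Compound: DMSO-dissolved test compounds / Timing: 30 min, room temperature / Measured by: luminescence from enzymatic CDP-Star hydrolysis / Control set: DMSO-only wells, enzyme-free buffer wells as negative control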
tim10-1 inh – growth inhibitors of tim10-1 mutant yeast; inhibition, % at 20 µM; actives 2.2% (n = 330,000); S. cerevisiae tim10-1 ts strain growth, BacTiter-Glo, 24 h;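 active = inhibition of at least 40%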;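 note: mutant grown at 25 °C; 0% = DMSO wells with yeast and 100% = wells holding no yeast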
* hit, by the source's call. An unsorted share of the library. Share with any hit: about 4.5%.

SMILES	mIAP inh	hIAP block	TIM10 inh	ATG4B inhibitor	NLRP3 yeast inh	hIAP act	Apaf-1 inh	mIAP activ	tim10-1 inh
CC1(C)C=C(c2ccc(C=O)s2)CC(C)(C)N1	1	14	2	-11	4	0.86	-10	0.99	17
O=C(O)c1[nH]c2ccccc2c1C(c1cccc(O)c1)c1c(C(=O)O)[nH]c2ccccc12	2	-13	-7	19	-5	1.1	12	0.98	9
O=S(=O)(N1CCCCC1)N1CCN(CC(O)COc2ccc3cc(Br)ccc3c2)CC1 (centres undefined)	-4	5	36	-17	31	0.95	15	1	45*
COC(=O)c1ccc(NC(=O)COc2ccc(S(=O)(=O)NC(C)(C)C)cc2)cc1	6	15	-6	-9	33	0.85	-2	0.94	-21
COC(=O)c1sc(=S)n(Cc2ccccc2)c1C	-12	6	-12	-4	22	0.94	8	1.1	28
CC(C)[C@H](NC(=O)c1ccccc1Cl)C(=O)OCc1cc([N+](=O)[O-])cc2c1OCOC2	1	16	-5	1	34	0.83	7	0.99	2
CCC(C)[C@H](NC(=O)N1CC(=O)Nc2ccccc21)C(=O)N1CCC[C@@H]1C(=O)O (some centres undefined)	-2	12	-4	-5	12	0.89	10	1	-5
Cc1ccc(-c2nc(SCC(=O)Nc3cc(S(=O)(=O)N4CCCCC4)ccc3Cl)n[nH]2)cc1	-6	17	16	7	23	0.83	12	1.1	11
COc1ccc(OC)c(CNC(=O)CCS(=O)(=O)c2ccc3c(c2)oc(=O)n3C)c1	-7	-13	-4	0	5	1.1	-8	1.1	12
COc1ccc(-c2nn(-c3ccccc3)cc2CNC(=O)c2cccc([N+](=O)[O-])c2)cc1	19	17	30	5	29	0.83	8	0.81	29
COc1ccc(NC(=O)CSc2ncnc3c2cnn3Cc2ccccc2)cc1OC	1	-6	25	-2	5	1.1	-12	0.99	21
COc1ccc(N2C=C3C(=O)C(C)(OC(=O)CCc4ccccc4)C(=O)C=C3C=C2c2ccc(C#N)cc2)cc1 (centres undefined)	11	0	9	1	20	0.99	7	0.89	1
COc1ccc(S(=O)(=O)NCCc2cn3nc(C)c(C)nc3n2)cc1F	-6	0	2	0	-6	1	2	1.1	3
CCCN(C(=O)Cc1nc(N)n[nH]1)C1(C(=O)Nc2ccccc2C)CCCCC1	0	-28	-2	0	17	1.3	-4	1	-2
Cc1ccc(Cn2c(=N)c(S(=O)(=O)c3ccc(Br)cc3)cc3c(=O)n4ccccc4nc32)cc1	5	6	2	-6	8	0.94	5	0.95	22
Cc1ccc2[nH]c(=O)c(CN(Cc3ccccc3)C(=S)NCCCN(C)C)cc2c1	9	16	12	1	15	0.84	8	0.91	20
Cc1ccc(NC(=O)Nc2nc3ccc(S(C)(=O)=O)cc3s2)cc1	0	-3	-8	-1	8	1	5	1	-19
CS(=O)(=O)c1ccc(Cl)c(NC(=O)COC(=O)CNC(=O)c2cccs2)c1	10	-1	11	9	0	1	1	0.9	1
O=C(CNC(=O)c1ccccc1F)OCc1nc2ccccc2s1	-8	-7	-34	-5	-4	1.1	-2	1.1	1
CN1C2CCC1CC(N(CCc1ccccc1)C(=O)c1ccc(Cl)cc1)C2 (centres undefined)	-4	-29	18	-6	8	1.3	3	1	24
CCc1ccc(NC(=O)CCc2nc3cccnc3n2Cc2ccc(OC)cc2)cc1	1	7	13	-10	9	0.93	9	0.99	19
Cc1ccc(SCc2[nH]nc3c2C2(C(=O)Nc4ccc([N+](=O)[O-])cc42)C(C#N)=C(N)O3)cc1 (centres undefined)	16	-38	-9	-17	13	1.4	5	0.84	6
COc1cc(/C=C/C(=O)OCC(=O)c2c(N)n(C)c(=O)n(C)c2=O)ccc1O	0	4	0	-8	10	0.96	-7	1	19
CC1(C)C/C(=N/Nc2ccc([N+](=O)[O-])cc2[N+](=O)[O-])C(C)(C)O1	8	21	9	0	20	0.79	-4	0.92	6
O=C(C(=O)N1CCOCC1)c1cn(CCOc2ccccc2)c2ccccc12	16	12	0	-10	-7	0.88	10	0.84	13
Cc1ccc2c(c1)N(CC(=O)NC1CCC(C)CC1)C(=O)c1cccnc1O2 (centres undefined)	4	8	1	-4	5	0.92	1	0.96	11
Cc1cc2nnn(-c3nnc(-c4ccccc4)c4ccccc34)c2cc1C	-2	-26	7	-5	15	1.3	14	1	13
CC(=O)c1c(C)[nH]c(C(=O)OCC(=O)N(C)C)c1C	5	23	-1	-3	-10	0.77	-21	0.95	6
COc1cccc(C2Nc3cc(Cl)c(S(N)(=O)=O)cc3S(=O)(=O)N2)c1 (centres undefined)	12	-2	-6	3	-5	1	-9	0.88	6
CC(NC(=O)COC(=O)c1cc(=O)[nH]c2ccccc12)c1ccccc1 (centres undefined)	6	-31	0	-9	-5	1.3	-2	0.94	-7
CC1(C(=O)Nc2nc3ccc(S(C)(=O)=O)cc3s2)CC1(Cl)Cl (centres undefined)	-6	-7	11	-4	7	1.1	-1	1.1	12
O=C(NCc1ccco1)/C(=C/c1cccc(C(F)(F)F)c1)c1nc2ccccc2[nH]1	8	7	0	-5	8	0.93	9	0.92	19
COc1ccccc1NC(=O)CSc1nc2ccccc2c(=O)n1CC1CCCO1 (centres undefined)	3	6	17	-2	18	0.94	16	0.97	10
COc1ccc(CCN2CNc3c(c(=O)n(C)c(=O)n3C)C2)cc1OC	-4	-5	9	-12	-9	1	2	1	1
CCC(=O)NC(=S)Nc1ccc(-c2nc3ccccc3s2)cc1	6	-27	-1	3	24	1.3	-6	0.94	1
Cc1noc(C)c1S(=O)(=O)N(C)C[C@H]1Oc2c(NC(=O)NC(C)C)cccc2C(=O)N([C@H](C)CO)C[C@@H]1C	-5	4	0	0	6	0.96	5	1	-7
Cc1ccccc1-c1nc(CS(=O)CC(=O)NC2CCCCC2)c(C)o1 (centres undefined)	1	3	8	0	1	0.97	-1	0.99	20
CC(=O)Nc1ccc(NC(=O)CC(C)n2ccnc2)cc1 (centres undefined)	2	9	-15	0	-8	0.91	-2	0.98	13
CN(C)C(CNC(=O)c1ccc(C(=O)c2ccccc2)cc1)c1ccccc1 (centres undefined)	1	-6	-5	-4	19	1.1	9	0.99	9
C=CCN(C(=O)Cn1c(C(=O)OC)cc2oc(C)cc21)c1ccccc1	3	6	18	-18	4	0.94	6	0.97	15
Cc1ccc(-c2c(C)n([O-])c3c([n+]2=O)CCCCC3)cc1	1	13	5	-4	0	0.87	-4	0.99	14
Cc1nc(NCc2ccco2)[nH]c(=O)c1CCC(C)C	3	-2	3	-5	-3	1	4	0.97	28
O=C(O)/C=C/c1cccc(OCc2ccccc2)c1	3	2	9	-8	18	0.98	7	0.97	4
CCN(Cc1ccccc1)C(c1cc2ccc(C)cc2[nH]c1=O)c1nnnn1CCOC (centres undefined)	1	4	8	-5	9	0.96	-5	0.99	22
O=C(CSc1nc2ccccc2[nH]1)NCCCn1ccnc1	-6	-34	-13	3	1	1.3	-9	1.1	3
O=C(CSc1nc(-c2cccs2)cc(C(F)(F)F)n1)Nc1cc(OCC(F)(F)C(F)F)cc([N+](=O)[O-])c1	12	-7	0	-1	15	1.1	-12	0.88	26
O=c1[nH]c2ccccc2cc1-c1noc(-c2cccnc2)n1	-5	6	-24	-1	3	0.94	5	1	-10
CCCc1cc2c(=O)c(-c3ccccn3)coc2cc1OC	0	-4	11	0	33	1	4	1	16
O=C(NCC(=O)N1CCN(S(=O)(=O)c2ccccc2F)CC1)c1ccc(Br)o1	2	10	5	5	1	0.9	-2	0.98	-13
CCCCc1nc2c(=O)[nH]c3ccccc3c2o1	0	-2	7	-14	8	1	0	0.99	1
O=C(CN1CCOCC1)Nc1nc2cc([N+](=O)[O-])ccc2s1	16	1	3	7	7	0.99	1	0.84	23
Cc1cc2oc(=O)cc(CN3CCCCC3C)c2cc1Cl (centres undefined)	9	9	23	-9	-7	0.91	12	0.91	16
CC1(C)CC(=O)C=C(Nc2cccc(O)c2)C1	10	18	-2	-6	-20	0.82	-4	0.9	11
CCc1ccc(N(C(=O)c2csnn2)C(C(=O)NC(C)(C)C)c2ccncc2)cc1 (centres undefined)	5	8	-6	-8	2	0.92	-1	0.95	6
COC(=O)c1ccc(CNC(=O)CCC(=O)N2CCOCC2)cc1	-4	9	-7	-1	10	0.91	-9	1	6
CC(=O)c1ccc(OC(C)c2nc3ccccc3s2)cc1 (centres undefined)	3	4	-24	2	47	0.96	9	0.97	-3
CC(C)OC(=O)c1ccc(N2CCN(c3ccc(F)cc3)CC2)nc1	7	-3	11	-1	9	1	6	0.93	-1
Cn1c(Cl)cnc1C1CC(=O)c2cc(Cl)ccc2O1 (centres undefined)	1	7	72*	1	-7	0.93	-1	0.99	66*
CCCCn1c(=O)nc2n(-c3ccc(OC)cc3)c3ccccc3cc-2c1=O	10	4	12	0	-2	0.96	1	0.9	-6
Cc1ccc2nc(C)c3c(c2c1)N(c1ccc(F)cc1)CC3	0	9	17	1	24	0.91	-3	1	29

Ordered by value in NLRP3 yeast inh (largest number first): 3 from the list above
structure | mIAP inh | hIAP block | ATG4B inhibitor | NLRP3 yeast inh | hIAP act | mIAP activ
COC(=O)c1ccc(CNC(=O)CCC(=O)N2CCOCC2)cc1 | -4 | 9 | -1 | 10 | 0.91 | 1
CCCCc1nc2c(=O)[nH]c3ccccc3c2o1 | 0 | -2 | -14 | 8 | 1 | 0.99
CCc1ccc(N(C(=O)c2csnn2)C(C(=O)NC(C)(C)C)c2ccncc2)cc1 (centres undefined) | 5 | 8 | -8 | 2 | 0.92 | 0.95

(further entries)
SMILES	mIAP inh	hIAP block	TIM10 inh	ATG4B inhibitor	NLRP3 yeast inh	hIAP act	Apaf-1 inh	mIAP activ	tim10-1 inh
Cc1ccc(NC(=O)c2ccc(S(=O)(=O)NCc3cccnc3)cc2)cc1C	3	4	3	-12	14	0.96	4	0.97	-22
CCC(=O)N1CCN=C1SCc1ccccc1	-2	3	2	-2	0	0.97	-16	1	-10
Cc1cccc(NC(=O)CCNS(=O)(=O)c2ccc3[nH]c(=O)oc3c2)c1	11	0	-3	-12	15	1	-7	0.89	-16
COc1ccc(Cl)cc1S(=O)(=O)N1CCC(C(=O)NCCC2=CCCCC2)CC1	-2	-3	5	2	5	1	25	1	14
C=CCNC(=O)C12CC3(C)CC(C)(CC(C)(C3)C1)C2	2	-1	-1	-7	22	1	6	0.98	22
C=CCn1c(SCc2nc(N)nc(N(C)C)n2)nnc1-c1cccnc1	-6	5	-5	-7	7	0.95	-12	1.1	-2
c1ccc(-c2c(-c3ccccc3)n(Cc3ccco3)c3ncnc(NCCCn4ccnc4)c23)cc1	-7	3	45*	-1	6	0.97	42*	1.1	40*
Cc1cc(C(F)(F)F)nc(-n2cc(-c3ccccc3)nn2)n1	11	-1	-12	4	23	1	2	0.89	11
COc1ccc(CN2CCN(C3CCSCC3)CC2CCO)c(C)c1C (centres undefined)	15	-14	-16	-11	7	1.1	-3	0.85	14
COc1ccc(CCn2c(C)c(C(C)=O)c3cc(OC(=O)c4ccco4)ccc32)cc1OC	9	4	34	-11	19	0.96	11	0.91	29
